PP1 counter – blocks human PP1-alpha phosphatase, a PP5 counter-screen. purified PP1alpha, OMFP fluorescence. 0.9% of 320,000 active. P62136. AID 2235. inhibition, % at 6.7 µM;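 active means inhibition above the mean inhibition of all tested compounds plus 3 SD, computed separately for each screening campaign, cut at about 15% in these data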
Target sequence (P62136 whole entry, looked up): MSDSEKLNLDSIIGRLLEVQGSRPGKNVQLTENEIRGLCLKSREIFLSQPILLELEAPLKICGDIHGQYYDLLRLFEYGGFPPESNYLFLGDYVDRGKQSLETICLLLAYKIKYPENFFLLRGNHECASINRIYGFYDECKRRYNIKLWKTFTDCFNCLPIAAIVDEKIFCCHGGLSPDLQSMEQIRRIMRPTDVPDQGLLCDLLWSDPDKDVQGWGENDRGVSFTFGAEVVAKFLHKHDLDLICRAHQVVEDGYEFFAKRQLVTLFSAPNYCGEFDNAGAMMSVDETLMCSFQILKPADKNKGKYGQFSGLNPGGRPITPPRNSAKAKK
core dimer inh – HCV core protein dimerization inhibition | TR-FRET GST/Flag-core106 dimerization, 1536-well | inhibition, % at 5 µM | 0.33% of 300,000 active;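 active means inhibition above the mean of all tested compounds plus 3 SD, set per screening campaign, cut at about 45% in these data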
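Assay system: tagged HCV core106 pair (GST and Flag); medium: KF-containing HEPES buffer, pH 7.45, DTT, CHAPS, BSA; also added: Eu donor and XL665 acceptor anti-tag antibodies; dosing: 5 µM single dose; timing: compound-protein-antibody incubation 4 h at 22.5 °C; signal: TR-FRET 671 and 617 nm emission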
Efflux pump inh – antifungal efflux pump inhibition, Nile Red retention; 0.44% of 330,000 active; AID 485275; inhibition, % at 10 µM; S. cerevisiae Candida pump triplex;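 active means plate passing quality check with inhibition over a set limit, or well fluorescence over plate mean plus 4 SD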;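 further: Nile Red retained in pooled yeast measured as flow cytometry median fluorescence; 0% = buffer negative control and 100% = Enniatin B positive control; higher means more Nile Red kept so more efflux inhibition; some compounds called inactive have numbers as strong as hits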
PREPL inhibitor – inhibitors of human prolyl oligopeptidase-like enzyme PREPL | Q4J6C6 | recombinant PREPL, fluorescence polarization activity-based probe | inhibition, % at 5.96 µM | 0.68% of 320,000 active | AID 2751; in the data active means inhibition above about 43%;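 further: 0% = enzyme with DMSO and 100% = wells lacking enzyme; many of its hits are not listed in these tables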
Fh CTSL1 inh – blocks F. hepatica cathepsin L1 in PFM18AAP counter-screen. AID 1906. inhibition, % at 5.96 µM. recombinant F. hepatica cathepsin L1, Z-Leu-Arg-MCA fluorescence. 0.49% of 300,000 active;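 active means inhibition above the mean of all tested compounds plus 3 SD, set per screening campaign, cut at about 17% in these data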;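 further: 0% = plate median of test compound wells and 100% = 1 µM Z-Phe-Ala-diazomethylketone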
PP5 inh – PP5 (human) phosphatase inhibition | P53041 | purified PP5c, OMFP substrate fluorescence | inhibition, % at 6.7 µM | 0.18% of 320,000 active | AID 1987;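 active means inhibition above the campaign's mean inhibition across all tested compounds plus 3 SD, cut at about 9.5% in these data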;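 further: 0% = DMSO only and 100% = 100 µM cantharidin control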
TPT1 inh – inhibitors of Candida albicans tRNA 2'-phosphotransferase TPT1 | recombinant caTPT1, FP RNA substrate dephosphorylation | inhibition, % at 5 µM | 0.81% of 300,000 active;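 active means inhibition above the mean of all tested compounds plus 3 SD, set per screening campaign, cut at about 24% in these data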;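 further: plate controls were DMSO alone for no effect and ferristatin control at 100 nM for full effect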
JMJD2C inh – inhibitors of human GASC-1 (JMJD2C) demethylase. Q9H3R0. GST-JMJD2C(1-420) H3K9me3 demethylation, DELFIA europium. inhibition, % at 2.35 µM. 0.069% of 330,000 active. AID 2099;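 active means more than half of a compound's replicate wells show inhibition beyond 50%, single wells judged on their own value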;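 further: signal counts dimethyl H3K9 product captured on neutravidin plate; 0% = median of DMSO wells and 100% = 0.3 times that DMSO median; strong numbers were not always called active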
Target sequence (Q9H3R0 1-420 limits assumed): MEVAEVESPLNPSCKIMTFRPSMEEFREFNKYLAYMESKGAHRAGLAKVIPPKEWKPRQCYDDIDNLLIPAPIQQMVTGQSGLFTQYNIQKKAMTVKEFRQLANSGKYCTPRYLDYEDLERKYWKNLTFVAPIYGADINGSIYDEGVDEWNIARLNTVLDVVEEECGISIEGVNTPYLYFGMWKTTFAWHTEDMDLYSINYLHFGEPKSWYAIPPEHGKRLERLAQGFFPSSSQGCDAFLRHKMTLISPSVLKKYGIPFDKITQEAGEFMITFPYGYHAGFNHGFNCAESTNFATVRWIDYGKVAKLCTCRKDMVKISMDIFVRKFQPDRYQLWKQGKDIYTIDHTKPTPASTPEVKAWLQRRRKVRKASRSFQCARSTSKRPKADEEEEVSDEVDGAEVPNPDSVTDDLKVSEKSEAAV
LYPLA2 inh – LYPLA2 (human) inhibition in PME1 counter-screen; O95372; recombinant LYPLA2, FP-Rh probe fluorescence polarization; inhibition, % at 5.9 µM; 0.38% of 320,000 active;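 active means inhibition above the screen-wide mean plus 3 SD, limit set per campaign, cut at about 26% in these data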;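 further: 0% = LYPLA2 with DMSO and 100% = wells lacking LYPLA2 enzyme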
Target sequence (O95372 whole entry, looked up): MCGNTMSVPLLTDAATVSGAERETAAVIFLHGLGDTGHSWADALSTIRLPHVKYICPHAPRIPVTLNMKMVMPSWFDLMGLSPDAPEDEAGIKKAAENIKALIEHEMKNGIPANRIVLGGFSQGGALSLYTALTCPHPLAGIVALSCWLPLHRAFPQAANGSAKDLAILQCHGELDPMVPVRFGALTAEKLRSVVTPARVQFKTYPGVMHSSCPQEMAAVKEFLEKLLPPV
An asterisk follows results filed as active; nt = not tested or not shown.

compound	PP1 counter	core dimer inh	Efflux pump inh	PREPL inhibitor	Fh CTSL1 inh	PP5 inh	TPT1 inh	JMJD2C inh	LYPLA2 inh
Cc1[nH]n(-c2ccccc2)c(=O)c1C=Nc1ccc(S(=O)(=O)N=C(N)N)cc1	-1	-1	-0.1	1	-3	-0.1	1	7	1
CS(=O)(=O)Nc1ccc(C(=O)NCc2cccnc2)cc1	-1	11	0.0	4	-1	1.3	3	1	7
Nc1nonc1N/N=C/c1c(O)ccc2ccccc12	7	-20	0.0	2	7	5.1	-1	6	-39
Cc1cccc(OCC(=O)NCC(=O)N/N=C/c2cc(Br)ccc2OCc2ccccc2)c1	10	10	0.0	-17	-2	5.9	1	6	-33
COc1ccc(S(=O)(=O)N2CCCN(S(=O)(=O)c3ccc(OC)cc3C)CC2)c(C)c1	-1	3	0.0	-6	2	2.8	4	-19	-1
Fc1ccc(CN2CCN(c3ncccn3)CC2)cc1	-2	5	0.1	-3	-2	0.5	1	9	-3
C#CCN1C(=O)C(O)(CC(=O)c2cccc(OC)c2)c2ccccc21 (stereo not given)	-1	-3	-0.1	4	1	-0.1	0	0	9
CCOC(=O)c1cc(NC(=O)c2cccs2)ccc1N1CCOCC1	-7	1	0.3	6	-1	-2.8	0	-7	1
CC1(C)CC(=O)C(=CN2CCOCC2)C(=O)C1	2	2	-0.1	2	2	-0.6	-3	-15	1
CN(C)Cc1nc2ccccc2c(=O)n1CC(=O)Nc1cccc(S(=O)(=O)N2CCOCC2)c1	-5	2	0.0	-6	-6	0.5	-11	1	-1
CC1CCN(CCc2nc3cc(NC(=O)C(C)C)ccc3n2C)CC1	-4	1	-0.1	-6	5	-0.6	0	-3	-1
c1ccc(-c2cn3c4c(sc3n2)CCCC4)cc1	2	-6	0.1	-5	0	1.6	1	4	4
CCN(CC)S(=O)(=O)c1ccc2oc(Nc3ccc(OC)cc3)nc2c1	2	10	0.0	5	-7	3.4	1	16	-6
CCOC(=O)N1CCN(S(=O)(=O)CCNC(=O)c2ccc(F)cc2)CC1	-2	-4	0.2	6	3	0.6	0	0	2
FC(F)(F)c1nnc(-c2ccccc2)nc1N1CCCC1	4	8	0.0	4	2	2.4	1	-3	-4
CCn1c(=S)[nH]c2sc3c(c2c1=O)CCCCC3	-8	-12	0.1	-1	1	2.8	-2	0	0
CCOC(=O)C1CCN(C(=O)Nc2cccc(Cl)c2)CC1	1	2	0.1	-4	-2	0.9	-3	-2	-1
O=C1C2N=NN(CC(=O)N3N=C(c4ccccc4)CC3c3ccc([N+](=O)[O-])cc3)C2C(=O)N1c1ccccc1 (stereo not given)	16*	33	-0.1	29	5	-0.2	-9	-2	23
CCN(Cc1ccccc1)Cc1ccc(OCc2ccccc2)c(OC)c1	2	6	0.0	-3	3	2.6	-2	-11	-1
CCn1ncc(Br)c1C(=O)Nc1ccc(OC(F)(F)F)cc1	2	-2	0.0	-11	3	4.1	4	-12	-2

Next compounds follow.
compound	PP1 counter	core dimer inh	Efflux pump inh	PREPL inhibitor	Fh CTSL1 inh	PP5 inh	TPT1 inh	JMJD2C inh	LYPLA2 inh
COCCn1c(Cc2ccccc2)nnc1SCC(=O)NC1CCCCC1	-12	-4	0.2	2	2	0.3	3	-7	-2
CN1CCc2c(sc3c2c(=O)n(-c2ccccc2)c2nnc(SCc4ccccc4)n32)C1	7	38	0.0	24	1	1.1	7	2	3
COCCNC(=O)Cn1cc(/C=C(\C#N)C(=O)NC2CC2)c2ccccc21	-4	0	-0.3	-4	3	-3.6	-1	-2	-4
O=C(C1CCCN(S(=O)(=O)c2ccccc2)C1)N1CCN(c2ncccn2)CC1 (stereo not given)	0	-2	-0.1	-1	0	0.9	-1	1	-2
COc1cccc(N(CC(=O)Nc2ccccc2C(=O)N2CCCC2)S(C)(=O)=O)c1	-1	-6	0.1	1	0	-3.3	0	14	11
COc1ccc(Nc2n[nH]c(C)c2[N+](=O)[O-])cc1	-5	-5	0.0	-13	-1	3.9	-4	-5	0
CC(=O)Nc1ccc(C(=O)n2cnc3cc(C)c(C)cc32)cc1	0	-4	0.0	0	-3	3.6	4	-1	-5
Cc1cc(=O)[nH]c(N=N/C(=N/Nc2ccccc2C)c2ccccc2)n1	-1	5	0.2	6	3	3.4	-5	8	12
CC1(C)CC(=O)N(c2ccc(Cl)c(Cl)c2)C(=O)C1	0	-4	0.1	3	1	-0.4	-2	-42	-4
O=C(CCc1ccccc1)Nc1ccccc1[N+](=O)[O-]	-2	6	0.0	-2	1	0.8	3	-6	4
Cc1ccsc1/C=N/NC(=O)Cn1cnc2ccccc21	-4	-8	-0.1	24	-1	2.3	-4	-7	2
S=c1[nH]nc(-c2ccc3ccccc3n2)n1-c1ccc(Cl)cc1	-2	6	-0.2	-2	4	-2.2	0	1	-3
CCC(=O)N1CC2(C)CN(C(=O)CC)CC(C)(C1)C2	-8	1	0.0	-8	-4	0.6	-3	28	3
CC(=O)Nc1ccc(S(=O)(=O)Nc2cc(C)cn(Cc3ccc(C)cc3)c2=O)cc1	0	3	0.2	-11	-2	2.4	10	4	-1
COc1ccc(C(=O)CSc2nncn2C)cc1	1	-4	0.3	15	-1	3.2	0	-2	3
CCc1ccc(C(=O)NNc2ccc(F)cc2)cc1	0	-3	-0.1	10	11	3.5	-1	1	-1
CC1CCN(CC(=O)Nc2ccc(S(=O)(=O)N3C(C)CCCC3C)cc2)CC1 (stereo not given)	-1	-2	0.3	0	1	0.2	-1	-6	2
CCC(=O)N1CCc2cc(S(=O)(=O)CCC(=O)NCc3cccc(OC)c3)ccc21	-5	0	-0.1	-2	-2	-3.0	-1	5	-2
Cc1nn(-c2ccc(Br)cc2)c(=O)c2ccccc12	-2	1	-0.1	75*	6	2.3	-14	-32	8
CCCCCCC1CC(=O)NC(=O)N1 (stereo not given)	-5	-2	0.0	7	-1	-1.2	-1	6	5

Next entries follow.
compound	PP1 counter	core dimer inh	Efflux pump inh	PREPL inhibitor	Fh CTSL1 inh	PP5 inh	TPT1 inh	JMJD2C inh	LYPLA2 inh
O=C1Nc2c(c(=O)[nH]c(=O)n2Cc2ccccc2)C1(NS(=O)(=O)c1ccccc1)C(F)(F)F (stereo not given)	-1	-1	0.2	-1	1	0.5	4	-2	-12
Cc1cccc(C)c1NC(=O)NC1(C(=O)N2CCCC2)CCCCC1	-3	9	0.0	5	2	0.9	-1	-5	-3
CC(=O)Nc1ccc(/C=N/NC(=O)c2cc3ccccc3nc2C)cc1	2	-9	0.3	11	4	2.0	0	-4	-6
CN(C)c1ccccc1C(=O)N1CCCC(Nc2ccc(F)cc2)C1 (stereo not given)	-2	-7	0.1	12	-3	0.0	-6	1	7
CC(C)(CO)C(O)C(=O)NCCC#N (stereo not given)	-8	-1	-0.1	5	9	3.1	-2	-1	1
CCCCCc1cc(=O)oc2c(C(CCN(CC)CC)c3ccc(N(C)C)cc3)c(OC)cc(OC)c12 (stereo not given)	9	-21	-0.1	29	2	4.2	-2	-10	-2
COc1ccc2nc(N3C(=O)C(O)=C(C(=O)c4ccco4)C3c3ccccc3OC)sc2c1 (stereo not given)	29*	-3	0.0	0	4	2.0	1	14	4
O=C(O)c1cc(Cl)ccc1-c1ccc(/C=C/c2cc(C(F)(F)F)[nH]c(=O)n2)o1	-2	12	-0.1	13	6	-1.2	62*	-11	31*
COc1cc(CO)cc(Br)c1OCC(=O)O	-4	13	0.1	3	0	5.2	-2	0	-3
CC1=C(C(=O)Nc2ccccc2C)C(c2ccc(C)o2)C2=C(CCCC2=O)N1 (stereo not given)	1	-2	0.0	-7	-1	-0.5	-3	5	-5
CCN1CCN(C(=O)CCc2nc3ccccc3n2-c2ccccc2)CC1	4	-3	-0.2	0	-4	0.2	-1	-2	7
CN(C)CCN(C(=O)c1ccc(Br)s1)c1nc2cc3c(cc2s1)OCCO3	-2	8	0.0	6	7	-0.6	-2	-1	3
CCOC(=O)c1cccc(NC(=O)C2CCCN(c3nnc(N4CCCC4=O)s3)C2)c1 (stereo not given)	-2	35	0.0	3	-1	-0.1	0	2	1
CCOc1ccccc1C(=O)NCC(=O)OCc1csc(CC(=O)Nc2ccc(C)cc2)n1	4	nt	0.3	-27	nt	2.1	nt	3	-2
Cc1cc(C)n(S(=O)(=O)c2cccc(Cl)c2Cl)n1	-2	-2	-0.1	-11	0	2.6	2	1	3
COC(=O)C(CC(C)C)NC(=O)c1ccc([N+](=O)[O-])c(C)c1 (stereo not given)	-5	-8	-0.1	12	9	0.5	-3	-12	-1
CC1CCCN(c2ccc(C(=O)NCc3ccccc3)cn2)C1 (stereo not given)	-4	4	-0.2	7	6	-1.4	-1	-13	19
COc1ccc(/C=C2\CCC(C3CCCC3)C2=O)c(OC)c1 (stereo not given)	0	4	-0.1	1	6	1.9	2	-1	1
CC(C)[N+]1=C2C=CC=CC=C2SC12C([N+](=O)[O-])=CC(=[N+]([O-])[O-])C=C2[N+](=O)[O-] (stereo not given)	-2	-4	0.1	1	-1	-1.4	0	16	1
CCCCCOc1ccc(CSC(=N)N)cc1[N+](=O)[O-]	8	-7	-0.1	1	1	0.7	-7	-6	-6

Random excerpt: 2 records from the list, in no set order.
compound	PP1 counter	core dimer inh	Efflux pump inh	PREPL inhibitor	Fh CTSL1 inh	PP5 inh	TPT1 inh	JMJD2C inh	LYPLA2 inh
COc1ccc(/C=C2\CCC(C3CCCC3)C2=O)c(OC)c1 (stereo not given)	0	4	-0.1	1	6	1.9	2	-1	1
CC1=C(C(=O)Nc2ccccc2C)C(c2ccc(C)o2)C2=C(CCCC2=O)N1 (stereo not given)	1	-2	0.0	-7	-1	-0.5	-3	5	-5

(further entries)
compound	PP1 counter	core dimer inh	Efflux pump inh	PREPL inhibitor	Fh CTSL1 inh	PP5 inh	TPT1 inh	JMJD2C inh	LYPLA2 inh
Cc1ccc(CNC(=O)/C=C/c2c(Cl)cccc2Cl)cc1	-4	9	0.3	-4	-5	1.7	1	7	6
COc1ccc(N/C=C2\C(=O)c3c(sc(C)c3C)N(C)S2(=O)=O)cc1	-3	6	0.1	-5	-4	3.0	-3	8	-4
Cc1ccc(C(=O)NCC(=O)OCC(=O)c2ccc3c(c2)NC(=O)CO3)cc1C	-4	0	0.0	11	-23	1.5	1	-2	7
COc1cc(/C=C2/NC(=O)N(Cc3ccccc3F)C2=O)cc(OC)c1OC	-2	7	0.2	7	7	-0.3	1	-9	-3
C(=N\N1CCOCC1)/c1cn(-c2ccccc2)nc1-c1ccccc1	0	1	-0.2	-5	-1	2.6	0	5	5
O=c1[nH][nH]c(C(F)(F)F)c1C=Nc1ccccc1Cl	-2	4	0.0	-5	1	0.5	-3	8	-9
CCCN1CCN(C(=O)c2cccc3c2C(=O)N(CCOC)C3)CC1	-3	4	-0.1	-4	-1	0.6	0	-7	-1
COc1ccc2c(c1)C1=NN(/C(C)=C\C(C)=O)C(c3ccccc3)C1CC2 (stereo not given)	-9	12	0.2	17	10	0.6	16	14	-3
O=C(Nc1cccc(S(=O)(=O)Nc2ccc(Cl)cc2)c1)c1ccc[n+]([O-])c1	0	1	0.0	-13	-1	-0.5	1	22	1
COC(=O)c1ccccc1NC(=O)Cn1ccnc1	-3	-5	-0.2	1	-2	-0.5	2	-3	2
CC(=O)c1c(C)[nH]c(C(=O)Nc2ccc(C)cn2)c1C	0	-1	0.0	-3	0	0.2	0	1	5
C=CCS(=O)(=O)N1CCCC(N(C)CCc2ccc(OC)c(OC)c2)C1 (stereo not given)	-9	-11	-0.2	0	3	-2.7	-6	1	-4
N#CC1=C(N)Oc2cc(N)ccc2C1c1ccc(F)cc1F (stereo not given)	2	12	0.1	-1	1	0.2	42*	-6	-6

Screening results deposited in PubChem BioAssay by several laboratories.

Only part of the results is shown; the hit share may differ from the screen's.
